# Screens as filed in PubChem.
# Keap1 Nrf2 FP – Keap1-Nrf2 protein-protein interaction inhibitors, primary screen, biochemical, fluorescence polarization, single point; Keap1 Kelch-Nrf2 peptide fluorescence polarization, 1536-well; 340,000 tested, 0.15% active; inhibition, % at 9.4 µM; AID 504523, 2011; in the data active = inhibition above about 12%;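 also: human Keap1 Kelch domain with fluorescein labeled Nrf2 9mer peptide probe; 0% = neutral control wells and 100% = peptide positive control; higher means more block of Keap1 binding to Nrf2 peptide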
# RTF Ca sens inh – cardiac RTF calcium sensitivity inhibitors, primary screen, biochemical, IANBD-TnC fluorescence, EC70 calcium | inhibition, % at 7.15 µM | AID 493244, 2011 | IANBD-labeled cardiac RTF, Ca2+ fluorescence | 340,000 tested, 0.12% active;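 active = inhibition above the mean inhibition of all tested compounds plus 3 SD, cut at about 17% in these data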;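 also: assay run at fixed EC70 calcium of 1.6 mM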
# Rtt109 Vps75 – inhibitors of C. albicans Rtt109/Vps75 HAT, primary screen, biochemical, ThioGlo CoA-SH fluorescence, plate reader | Histone acetyltransferase RTT109 (Candida albicans (strain SC5314 / ATCC MYA-2876)), … | purified Rtt109/Vps75, 4 h | inhibition, % at 34.9 µM | 330,000 tested, 0.16% active;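 active = inhibition of at least 50% in every replicate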
# Mot1-301 SUMO – yeast Mot1-301 growth rescue at high temperature, primary screen, SUMOylation pathway inhibitor project, S. cerevisiae, ATP luminescence, 38.5C. S. cerevisiae Mot1-301 growth rescue; percent above DMSO median, 100 means doubled. growth rescue, % at 18.8 µM. 320,000 tested, 1% active;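 active = every valid replicate shows activation above 250% relative to neutral control wells; inactive = the rest, any valid replicate at or below 250%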;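 also: OY570 slx delta 5 strain wells were the positive control but not used for scaling; some compounds called inactive have numbers as strong as hits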
# PfHsp90 set2 – growth inhibition of PfHsp90-expressing yeast, primary screen, antimalarial PfHsp90 inhibitor project, S. cerevisiae, BacTiter-Glo luminescence, single point, set 2 | BacTiter-Glo ATP, 48 h; yeast lacking PDR1 and PDR3 efflux regulators | inhibition, % at 9.4 µM | 310,000 tested, 0.32% active | AID 504621, 2011;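 active = every replicate shows inhibition above about 80%, whatever the replicate mean, limit read from the data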;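 also: 0% = DMSO neutral controls and 100% = 20 µM radicicol positive controls; yeast relying on Plasmodium falciparum Hsp90 in place of its own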
# PvdQ acylase – P. aeruginosa PvdQ acylase inhibitors, primary screen, biochemical, fluorescence, plate reader and imaging, single point; PvdQ acylase [Pseudomonas aeruginosa LESB58]; purified PvdQ acylase; inhibition, % at 10 µM; 340,000 tested, 0.063% active; AID 488965, 2010; in the data active = inhibition above about 30%, passing the limit was not always enough;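 also: 0% = vehicle neutral wells and 100% = reference inhibitor wells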
# RTF Ca sens act – cardiac RTF calcium sensitivity activators, primary screen, biochemical, IANBD-TnC fluorescence, EC20 calcium; Troponin I, cardiac muscle (Homo sapiens) + Troponin T, cardiac muscle (Homo sapiens) + …; IANBD-labeled TnC RTF fluorescence at EC20 calcium; 0% EC20 calcium, 100% full calcium; activation, % at 7.2 µM; 340,000 tested, 0.24% active; AID 493008, 2010;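 active = activation above the mean over all tested compounds plus 3 SD, cut at about 30% in these data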;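 also: rise in fluorescence read as greater calcium sensitivity of cardiac thin filaments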
# LANA DNA inh – inhibitors of KSHV C-LANA binding to DNA, primary screen, biochemical, fluorescence polarization, FAM-LBS DNA, MBP-C-LANA, single point; Kaposi's sarcoma herpesvirus LANA C-terminal domain (residues 932-1162) DNA binding; inhibition, % at 9 µM; 340,000 tested, 0.078% active;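 active = highest replicate inhibition at or above 60% at 9 µM, even if other replicates fall short; inactive = all replicates below 60% inhibition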;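 also: 0% = neutral control wells and 100% = 4 µM acridine orange control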
# NSD2 inh – NSD2 histone methyltransferase inhibitors, primary screen, biochemical, AlphaScreen, single concentration, set 2; Histone-lysine N-methyltransferase NSD2 (Homo sapiens), O96028; NSD2 peptide methylation, 120 min; inhibition, % at 12.5 µM; 310,000 tested, 0.54% active; AID 743445, 2014; in the data active = inhibition above about 50%
# Target sequence (O96028 whole entry, looked up): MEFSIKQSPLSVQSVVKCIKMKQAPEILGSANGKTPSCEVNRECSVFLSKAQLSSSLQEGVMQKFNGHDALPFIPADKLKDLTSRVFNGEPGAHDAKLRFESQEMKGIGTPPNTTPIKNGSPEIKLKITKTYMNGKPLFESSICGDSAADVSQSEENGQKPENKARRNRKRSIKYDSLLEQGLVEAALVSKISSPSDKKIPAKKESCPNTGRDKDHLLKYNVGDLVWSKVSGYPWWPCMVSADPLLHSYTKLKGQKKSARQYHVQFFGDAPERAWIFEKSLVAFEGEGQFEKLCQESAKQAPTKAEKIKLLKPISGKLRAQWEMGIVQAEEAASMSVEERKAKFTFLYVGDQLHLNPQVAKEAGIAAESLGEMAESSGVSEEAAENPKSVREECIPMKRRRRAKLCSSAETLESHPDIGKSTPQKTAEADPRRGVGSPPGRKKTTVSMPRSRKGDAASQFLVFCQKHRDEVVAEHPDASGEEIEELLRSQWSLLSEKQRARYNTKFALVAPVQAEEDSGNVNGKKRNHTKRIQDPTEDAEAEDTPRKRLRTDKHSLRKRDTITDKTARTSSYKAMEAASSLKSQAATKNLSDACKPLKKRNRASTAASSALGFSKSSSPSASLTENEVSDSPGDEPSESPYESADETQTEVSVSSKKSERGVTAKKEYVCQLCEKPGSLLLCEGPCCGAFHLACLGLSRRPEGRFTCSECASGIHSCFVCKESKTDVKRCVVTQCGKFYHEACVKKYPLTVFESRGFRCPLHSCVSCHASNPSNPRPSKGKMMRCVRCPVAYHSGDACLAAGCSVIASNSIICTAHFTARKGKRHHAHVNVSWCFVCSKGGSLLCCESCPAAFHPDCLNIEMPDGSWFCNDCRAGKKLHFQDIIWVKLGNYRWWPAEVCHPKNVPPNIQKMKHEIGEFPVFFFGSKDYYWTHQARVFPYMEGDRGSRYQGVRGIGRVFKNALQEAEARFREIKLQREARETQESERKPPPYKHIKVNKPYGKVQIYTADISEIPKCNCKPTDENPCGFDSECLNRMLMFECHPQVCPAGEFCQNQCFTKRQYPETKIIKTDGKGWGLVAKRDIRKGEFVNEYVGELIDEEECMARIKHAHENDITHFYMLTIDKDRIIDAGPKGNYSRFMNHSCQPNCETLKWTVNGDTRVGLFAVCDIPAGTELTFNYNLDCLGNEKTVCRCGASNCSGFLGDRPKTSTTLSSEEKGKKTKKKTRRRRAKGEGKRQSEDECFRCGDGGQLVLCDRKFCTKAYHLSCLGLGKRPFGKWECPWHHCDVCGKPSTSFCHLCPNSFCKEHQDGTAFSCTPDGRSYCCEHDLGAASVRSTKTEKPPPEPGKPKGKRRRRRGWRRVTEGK
# CDK5 inh – inhibitors of human CDK5/p35 kinase, primary screen, biochemical, single concentration; Recombinant CDK5/p35, ADP-Glo luminescence, 60 min; inhibition, % at 10 µM; 330,000 tested, 0.01% active; AID 488839, 2010;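 active = highest replicate inhibition of at least 50% and at least 75% of replicates reaching 50%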;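 also: plate controls were DMSO neutral control for no effect and GW8510 at 10 µM for full effect; many of its hits are not listed in these tables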
# dFosB act – activators of delta FosB homodimer, primary screen, biochemical, fluorescence polarization, TAMRA-CDK5 oligo, single point; Protein FosB (Mus musculus), P13346; purified delta FosB; percent of positive-control signal above neutral wells; activation, % at 25 µM; 340,000 tested, 0.99% active;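 active = mean activation above about 17%, with every replicate also reaching it, limit read from the data, passing the limit was not always enough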;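 also: fluorescence polarization rise as delta FosB binds a TAMRA Cdk5 AP-1 oligo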
# * hit, by the source's call; · = not tested or not shown.
SMILES,Keap1 Nrf2 FP,RTF Ca sens inh,Rtt109 Vps75,Mot1-301 SUMO,PfHsp90 set2,PvdQ acylase,RTF Ca sens act,LANA DNA inh,NSD2 inh,CDK5 inh,dFosB act
CS(=O)(=O)N1CCN(C(=O)c2cc(-c3ccncc3)nc3ccc(Cl)cc23)CC1,0,-3,-17,4,-7,-6,-5,0.0,·,-1.0,-7
Cc1cc(C(C)(C)C)cc(C)c1CCNC(=O)c1c(C)noc1C,-1,-10,-2,·,-5,-10,-13,1.0,-1,1.3,3
Oc1c(Cl)cc(Cl)cc1CNn1cnnc1,3,-8,1,-4,·,-11,-3,-1.0,0,-0.6,-2
CC(=O)OC(CC(=O)O)C[N+](C)(C)C (centres undefined),-10,0,-24,-3,19,-12,9,-1.5,·,-0.9,4
Cc1ccc(CNC(=O)CN(C)S(=O)(=O)c2ccc(F)cc2)cc1,-9,3,-4,-3,-6,7,3,-0.8,-7,0.3,-10
CCOc1ccc(Cl)cc1S(=O)(=O)NCc1ccccn1,0,-3,1,-17,-4,-10,1,0.1,-1,-1.6,-2
NC(=O)c1ccc(NC(=O)COC(=O)c2ccc3ccccc3n2)cc1,-6,3,-4,1,·,-11,1,-0.3,-2,-0.3,-7
CC(NNC(=S)N1CCN(c2ccccn2)CC1)c1nccc2ccccc12 (centres undefined),-1,0,-5,·,121*,-8,-1,-1.7,6,-0.8,-10
COc1cc(Cl)c(C)cc1NC(=O)c1cccc(OC)c1OC,0,3,2,4,-7,-2,5,0.8,-2,1.9,-1
COC(=O)c1cccc(S(=O)(=O)N2CCC(NC(=O)NC34CC5CC(CC(C5)C3)C4)CC2)c1,3,-1,2,-2,3,-17,-1,-1.0,-2,-0.3,-3
N#Cc1cc2c(nc1SCc1ccccc1)CCC2,-3,-7,7,-26,·,7,-6,0.8,1,-1.1,2
Cc1cc(C)c2c3c(c(-c4ccccc4)n2n1)c(=O)n(C)c(=O)n3C,3,7,·,·,7,3,13,-1.1,1,-0.5,-8
O=C(NCC1CCCCC1)c1cc(S(=O)(=O)N2CCCCC2)ccc1N1CCOCC1,0,2,1,-3,-9,-4,-4,2.8,-10,0.5,-3
CC(C)(C)OC(=O)N(Cc1ccccc1)Cc1ccc(OCc2cccc(NC(=O)c3ccccc3)c2)cc1,2,0,-8,·,25,-9,0,0.2,·,0.1,-16
COc1cccc(-c2ccc(-c3noc(-c4ccccc4F)n3)c(OC)n2)c1,-5,-4,-1,·,-23,-7,2,1.2,-1,1.7,-9
CC(C)(C)c1cc(CCC(=O)NCC2CCCO2)cc(C(C)(C)C)c1O (centres undefined),1,-3,4,298*,-6,-15,11,0.0,0,-2.3,-7
COc1ccc(Cl)cc1NC(=O)C1CCCN(c2ncnc3c2nc2n3CCCCC2)C1 (centres undefined),2,-7,-23,15,30,-7,-2,0.1,-1,0.1,-8
C=C(C)CN(CC)C(=O)CSc1nc2ncc(Cl)cc2[nH]1,-4,-5,-4,7,-1,-12,3,1.7,-1,1.2,-14
COc1ccc(C(C)=O)cc1COc1ccccc1[N+](=O)[O-],1,-2,8,·,-3,8,2,0.4,-2,0.0,1
Cc1nnc(NC(=O)C2CCN(c3cnccn3)CC2)s1,-5,-2,4,-3,·,-16,-3,1.0,-1,-12,4
CCOc1ccc(CCNC(=O)CSCC(=O)Nc2ccc(OC)cc2)cc1OCC,-2,-6,2,13,5,-7,3,-0.1,2,-0.7,-12
Cc1ccc(S(=O)(=O)/N=C(/Nc2ccc(F)cc2F)c2ccccc2)cc1,-3,2,2,4,6,-5,-2,-1.2,-6,-1.2,1
COc1ccc(S[C@@H](CCN2CC[C@H](C)CCC2=O)c2ccccc2)cc1,0,-6,3,12,-1,-13,-1,-0.4,·,-1.6,0
CC(=O)n1nc(-c2ccccc2)nc1NCc1ccc(N(C)C)cc1,1,-21,3,-6,-5,1,-2,2.7,1,1.1,5
CC(C)(C)C(=O)Nc1ccc2c(c1)-c1cc(NC(=O)C(C)(C)C)ccc1C2,-1,-10,·,45,16,-9,0,-0.6,-3,-0.2,2
Cc1nc(-c2cccc(S(=O)(=O)N3CCC(C)CC3)c2)cs1,2,-4,6,356,-1,-12,5,0.5,-1,1.3,-8
COc1ccccc1C1CC(=O)n2c(nc(-c3ccccc3)c2-c2ccccc2)S1 (centres undefined),-6,6,-4,-11,-25,1,4,-0.5,1,0.4,-1
CS(=O)(=O)N1CCN(c2ccccc2NC(=O)c2ccc(Br)o2)CC1,-1,1,-12,-1,-3,-4,-5,0.1,0,1.2,-7
Oc1ccc2ccccc2c1CN1CCN(c2ccccc2)CC1,1,4,4,4,·,-6,4,0.5,-3,-1.3,-7
Cc1ccc(CCNC(=O)C2CCCN(C(=O)N(C)C)C2)cc1 (centres undefined),3,-6,-1,22,-9,-11,4,-0.2,-2,0.6,1
CCOC(=O)[C@@H]1[C@H]2COc3cc(OC)ccc3[C@@H]2N2C(=O)N(c3ccc(Br)cc3)C(=O)[C@@]12C,-3,-20,2,6,-16,-5,2,-0.1,·,-0.9,-4
COC(=O)C(C)(C)ONC(=O)Nc1ccccc1Cl,1,11,2,-8,0,-3,3,0.2,-11,0.0,6
C=CCN(CC=C)C(=O)Cc1ccc(F)cc1,-1,10,6,52,·,-1,3,1.3,-2,0.1,4
COc1ccc(S(=O)(=O)c2c(O)c3ccc(C(=O)Nc4ccccc4)cc3[nH]c2=O)cc1,-3,3,0,2,5,-8,5,-0.6,7,-0.1,-1
O=C(CSc1ncccn1)NCc1ccccc1Cl,-1,-2,-4,-8,·,-12,2,2.4,-3,-4.6,-1
Cc1cc(Br)ccc1OCC(=O)NC1CCCC1,-4,-12,2,-9,24,-7,-2,0.1,-4,-2.8,-2
COC(=O)CCSCC(=O)N1N=C(c2ccc(Br)cc2)CC1c1cccc(OC)c1OC (centres undefined),0,-11,6,-8,-1,2,10,0.9,-4,7.2,-14
CC(=O)C12CCCCC1CC1C3CC(C)C4(O)CC(=O)CCC4(C)C3CCC12C (centres undefined),-3,1,-1,59,14,-5,0,1.7,0,-0.1,1
COc1cccc(NC(=O)COC(=O)CCn2c(C)csc2=O)c1,-1,-7,-1,-9,10,-20,-3,-0.1,1,1.5,4
CC(N=C1NS(=O)(=O)c2ccccc21)C(=O)N1CCc2ccccc2C1 (centres undefined),0,0,-4,-8,47,4,-1,0.0,-4,-0.1,0
O=C(CCC(=O)c1ccc(F)cc1)Nc1ccccc1Cl,-5,3,·,6,-9,-17,7,-1.5,1,-2.0,8
COc1cccc(C(=O)OCn2nnc3ccccc3c2=O)c1,4,11,0,-5,-10,-8,-1,1.5,·,1.3,-5
COc1ccc(C(=O)NC(=S)Nc2ccc([N+](=O)[O-])cc2C)cc1OC,-2,-2,2,1,-8,-7,1,-3.0,·,3.1,-4
Cc1onc(-c2c(Cl)cccc2Cl)c1C(=O)N1CCOCC1,2,-2,-3,197,5,5,0,2.2,-6,-0.2,-1
Cc1nn(-c2ccccc2)c(Cl)c1C(=O)Nc1nnc(C2CCCCC2)s1,1,-6,0,151,-1,6,3,-2.1,1,-0.4,4
COc1ccc(OC)c(NC(=O)C(=O)NNC(=O)c2cccs2)c1,-2,-11,-4,8,-8,0,-5,-0.9,2,0.1,-4
CNC(=O)Nc1ccc2nc(C)sc2c1,0,3,·,293,10,3,-8,0.5,0,1.4,1
N#CC1c2ccccc2C=CN1C(=O)N(c1ccccc1)c1ccccc1 (centres undefined),-5,-2,-8,·,-5,-13,6,0.1,-2,-2.7,-10
O=C(CSc1nnc(-c2cccc(S(=O)(=O)N3CCCC3)c2)n1-c1ccccc1)Nc1ccc(C(=O)O)cc1,-3,-2,3,·,-8,-3,-2,-1.4,0,0.2,-5
CCCNS(=O)(=O)c1ccc(NC(=O)Cc2cccs2)cc1,-4,-2,-6,971,29,-16,0,0.6,3,1.3,-7
# The results go on:
SMILES,Keap1 Nrf2 FP,RTF Ca sens inh,Rtt109 Vps75,Mot1-301 SUMO,PfHsp90 set2,PvdQ acylase,RTF Ca sens act,LANA DNA inh,NSD2 inh,CDK5 inh,dFosB act
Cc1ccc2c(c1)N(C(=O)CCC(=O)NCc1cccc(Cl)c1)CC(C)O2 (centres undefined),2,-8,-3,-18,21,-15,6,2.8,·,-1.4,-13
COc1cc(C)c(C(C)C)cc1S(=O)(=O)N1CCN(C)CC1,-6,-6,5,-7,63,-11,6,-2.7,3,0.8,1
Sc1nnc(-c2ccc(Cl)cc2)n1Cc1ccccc1,0,-1,-1,-13,-4,-10,7,0.4,-1,1.7,-6
S=c1[nH]nc(CN2CCCC2)n1Cc1ccccc1,2,0,2,1,26,-7,2,1.3,0,1.5,-9
O=C(Cc1ccc(S(=O)(=O)N2CCCC2)s1)NC1CCCCCC1,-6,-4,-3,6,-10,-14,0,1.4,4,-0.7,-5
COc1ccc(OC)c(C2=NOC(C(=O)Nc3cccc(C(C)=O)c3)C2)c1 (centres undefined),3,-7,2,0,24,-20,-4,-2.1,7,1.2,-13
O=C(NNC(=O)c1cccc(-n2cccc2)c1)c1ccc(F)cc1,4,-14,2,104,·,-3,-4,1.3,15,3.1,-4
Cn1c2ccc(F)cc2c2ncn(Cc3ccccn3)c(=O)c21,-2,-8,1,6,-11,-10,9,-0.9,-2,-2.7,-5
O=C1C2CC=CCC2C(=O)N1CC1CCCO1 (centres undefined),-2,14,-1,61,11,-2,0,-1.4,-3,1.5,-4
Cc1nnc(SCC(=O)NC(=O)NC2CCCC2)n1N,1,4,3,-13,-16,-10,4,1.5,-2,0.2,-1
O=C(NC1CC1)c1ccc2snnc2c1,1,4,5,5,-7,-3,-5,0.6,-1,-0.3,-1
Cc1ccc(C(=O)OCC(=O)Nc2sc3c(c2C#N)CCC3)cc1,0,-8,-6,-4,11,-5,-1,-1.7,-1,0.5,-11
